# Assay outcomes: PubChem, Broad Institute
# C diff HTS – inhibitors of Clostridium difficile growth; growth activity, negative = inhibition, % at 16 µg/mL (by protocol); Clostridium difficile clinical isolate growth, OD600, 24 h; stronger effect = lower value; actives 0.25% (n = 86,000);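 active = mean growth activity at or below -80% and every replicate also at or below -80%; inconclusive = mean at or below -80% but some replicate above -80%; inactive = mean growth activity above -80%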;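 note: 0% = DMSO wells and -100% = levofloxacin 16 µg/mL wells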
# Pf Dd2 inh – P. falciparum Dd2 growth inhibition; activity change, % at 10 µM; SYBR Green, 72 h; stronger effect = lower value; AID 1159554; actives 2.3% (n = 94,000); in the data active = activity change below about -80%; inconclusive = no clear call, values can overlap the other calls
# T cruzi growth – inhibitors of T. cruzi proliferation; actives 5.9% (n = 77,000); inhibition, % at 8.34 µM; T. cruzi beta-gal in NIH3T3, GalScreen luminescence, 90 h; AID 624255;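 active = mean inhibition above about 93%, with at least 55% of replicates each passing it, limit read from the data, passing the limit was not always enough; inconclusive = only one of those two conditions holds; inactive = neither condition holds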
# KDM4C inh – KDM4C (human) demethylase inhibition; Q9H3R0; GST-KDM4C 2-372, H3K9me3 peptide, LANCE TR-FRET; inhibition, % at 12.5 µM; actives 0.15% (n = 96,000); AID 720574;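 active = mean replicate inhibition above about 25%, with at least 55% of replicates also reaching it, limit read from the data, passing the limit was not always enough; inconclusive = only one of those two conditions met; inactive = neither condition met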
# Target sequence (Q9H3R0 2-372 limits assumed): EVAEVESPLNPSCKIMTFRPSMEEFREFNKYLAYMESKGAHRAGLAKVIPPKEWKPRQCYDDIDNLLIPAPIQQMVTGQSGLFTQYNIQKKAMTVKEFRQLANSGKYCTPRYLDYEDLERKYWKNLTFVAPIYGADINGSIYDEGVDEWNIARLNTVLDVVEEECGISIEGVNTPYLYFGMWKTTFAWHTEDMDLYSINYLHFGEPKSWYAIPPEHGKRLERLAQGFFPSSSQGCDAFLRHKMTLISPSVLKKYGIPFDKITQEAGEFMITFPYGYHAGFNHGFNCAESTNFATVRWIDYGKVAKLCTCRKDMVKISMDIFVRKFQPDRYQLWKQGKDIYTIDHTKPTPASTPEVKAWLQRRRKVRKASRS
#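 System: N-terminal GST-fused human GASC-1 (KDM4C) fragment, residues 2-372 / Amount: 10 nM GST-KDM4C in enzyme reaction / Also added: H3K9me3 peptide with Fe(II)/2OG / Times: 30 min demethylation and 1 h detection at room temperature / Signal: LANCE TR-FRET / Read-out basis: Fall in 671/618 emission ratio as inhibition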
# The depositor's hits bear a star; ? = inconclusive; . = no result given; & = joins results of further samples.
# Preview:
(1) C[C@H]1CN([C@@H](C)CO)C(=O)c2cccc(NS(=O)(=O)c3cccs3)c2O[C@H]1CN(C)S(=O)(=O)c1cccs1
(2) O=C(CCN1CCCCC1)N[C@@H]1C=C[C@H](CC(=O)N2CCC(Cc3ccccc3)CC2)O[C@H]1CO
assay / compound,1,2
C diff HTS,3,.
Pf Dd2 inh,0,-29
T cruzi growth,48,1
KDM4C inh,7.1,0.8

# Main list, from the start:
(1) C[C@H]1CN([C@@H](C)CO)C(=O)c2cccc(NS(=O)(=O)c3cccs3)c2O[C@H]1CN(C)S(=O)(=O)c1cccs1
(2) O=C(CCN1CCCCC1)N[C@@H]1C=C[C@H](CC(=O)N2CCC(Cc3ccccc3)CC2)O[C@H]1CO
(3) CN1C(=O)c2cc(NC(=O)c3cscn3)ccc2OC[C@H]2O[C@H](CC(=O)N3CCOCC3)CC[C@H]21
(4) C[C@@H]1CN([C@@H](C)CO)C(=O)c2cc(-c3ccccc3F)cnc2O[C@H]1CN(C)Cc1ccc(F)cc1
(5) COc1ccc(NC(=O)Nc2ccc3c(c2)C(=O)N([C@@H](C)CO)C[C@H](C)[C@@H](CN(C)S(=O)(=O)c2ccc(OC)cc2)O3)cc1
(6) COc1ccc(NC(=O)Nc2ccc3c(c2)C(=O)N([C@@H](C)CO)C[C@H](C)[C@H](CN(C)S(=O)(=O)c2ccc(C)cc2)OCCCC[C@@H](C)O3)cc1
assay / compound,1,2,3,4,5,6
C diff HTS,3,.,-1,3,-1,.
Pf Dd2 inh,0,-29,-12,-6,-1,-86*
T cruzi growth,48,1,4,61,4,39
KDM4C inh,7.1,0.8,0.3,-0.1,-2.9,0.1

(7) C/C=C/c1ccc([C@H]2[C@@H](CO)N(C(C)=O)[C@@H]2CN(C(=O)COC)C(C)C)cc1
(8) C[C@@H]1CCCCO[C@H](CN(C)C(=O)NC2CCCCC2)[C@H](C)CN([C@@H](C)CO)C(=O)c2cc(NC(=O)NC3CCCCC3)ccc2O1
(9) COc1ccc(NC(=O)N(C)C[C@H]2OCCCC[C@@H](C)Oc3ccc(NS(=O)(=O)c4cccs4)cc3C(=O)N([C@@H](C)CO)C[C@@H]2C)cc1
(10) O=C(c1cccc(F)c1)N1CCCCN2[C@H](CO)[C@@H](c3ccc(-c4cncnc4)cc3)[C@H]2C1
(11) C[C@H]1CN([C@@H](C)CO)C(=O)CCCn2cc(nn2)CO[C@H]1CN(C)Cc1ccc2c(c1)OCO2
(12) COc1cccc(-c2cnc3c(c2)C(=O)N([C@H](C)CO)C[C@@H](C)[C@@H](CN(C)Cc2ccccc2)O3)c1
assay / compound,7,8,9,10,11,12
C diff HTS,1,2,9,-4,-1,0
Pf Dd2 inh,3,-20,-43,11,6,11
T cruzi growth,4,45,.,44,-21,3
KDM4C inh,0.1,0.5,-4.8,0.0,-1.2,1.1

(13) O=C(Cc1ccccn1)N[C@@H]1CC[C@H](CC(=O)N2CCCCC2)O[C@@H]1CO
(14) COc1ccc(NC(=O)Nc2ccc3c(c2)C(=O)N([C@@H](C)CO)C[C@@H](C)[C@H](CN(C)C)O3)cc1
(15) COc1ccc(S(=O)(=O)Nc2ccc3c(c2)C(=O)N([C@@H](C)CO)C[C@@H](C)[C@@H](CN(C)C(=O)Nc2ccccc2)O3)cc1
(16) O=C(NCC[C@@H]1CC[C@H](NS(=O)(=O)c2cccc(F)c2)[C@@H](CO)O1)C1CCC1
(17) O=C(C[C@@H]1CC[C@H]2[C@@H](COC[C@@H](O)CN2Cc2cccc(C(F)(F)F)c2)O1)NCCc1ccncc1
(18) O=C(c1cnccn1)N1CC(=O)N2[C@H](CO)[C@@H](c3ccc(C4=CCCCC4)cc3)[C@H]2C1
assay / compound,13,14,15,16,17,18
C diff HTS,0,-3,1,2,1&-4,-9
Pf Dd2 inh,-1,-13,5,10,4,1
T cruzi growth,-28,10,-5,.,0,.
KDM4C inh,6.7,0.8,1.5,7.7,1.1,1.2

(19) C[C@H](NC(=O)N(C)C[C@H]1OCc2ccccc2-c2c(n(C)c3ccccc23)C(=O)N([C@@H](C)CO)C[C@@H]1C)c1ccccc1
(20) C[C@@H]1CN([C@H](C)CO)C(=O)c2cc(NC(=O)c3ccncc3)ccc2O[C@@H](C)CCCCO[C@H]1CN(C)Cc1ccc(Cl)c(Cl)c1
(21) COc1ccc(NC(=O)Nc2ccc3c(c2)C(=O)N([C@@H](C)CO)C[C@@H](C)[C@@H](CN(C)C(=O)c2ccccc2)OCCCC[C@@H](C)O3)cc1
(22) COCC(=O)Nc1ccc2c(c1)[C@@H]1C[C@@H](CC(=O)NCCc3ccccc3)O[C@H](CO)[C@@H]1O2
(23) CCC(=O)N1[C@H](CO)[C@@H](c2ccccc2)[C@H]1CN(C)C(=O)CN1CCOCC1
(24) C[C@@H]1CN([C@H](C)CO)C(=O)Cc2cc(NC(=O)NC3CCCCC3)ccc2O[C@@H]1CN(C)Cc1ccncc1
assay / compound,19,20,21,22,23,24
C diff HTS,35,13,0,1,4,-1
Pf Dd2 inh,-81*,-86*,-55,8,8,4
T cruzi growth,91,.,12,20,-8,-5
KDM4C inh,-0.8,-1.0,-0.8,-1.2,-0.3,.

(25) COCC(=O)N1[C@H](CO)[C@H](c2ccccc2-c2cccc(OC)c2)[C@@H]1C#N
(26) Cc1ccc(S(=O)(=O)N[C@H]2C=C[C@H](CC(=O)N3CCC(Cc4ccccc4)CC3)O[C@@H]2CO)cc1
(27) COCC(=O)Nc1ccc2c(c1)[C@@H]1C[C@@H](CC(=O)NCc3ccc(-c4ccccc4)cc3)O[C@H](CO)[C@@H]1O2
(28) CC(=O)N(C)C[C@@H]1Oc2cc(C#CCC3CCCC3)ccc2S(=O)(=O)N([C@@H](C)CO)C[C@@H]1C
(29) Cc1ccc(S(=O)(=O)Nc2ccc3c(c2)C(=O)N([C@H](C)CO)C[C@H](C)[C@@H](CN(C)C(=O)CCC(F)(F)F)OCCCC[C@@H](C)O3)cc1
(30) CCCN(C)C[C@@H]1Oc2ncc(-c3cccnc3)cc2C(=O)N([C@H](C)CO)C[C@@H]1C
assay / compound,25,26,27,28,29,30
C diff HTS,94,.,-2,-7,.,-1
Pf Dd2 inh,-60,-13,16,-39,15,-6
T cruzi growth,.,16,35,21,19,31
KDM4C inh,0.0,0.5,-0.7,0.0,-0.2,-1.0

(31) C[C@@H]1CN([C@@H](C)CO)C(=O)c2cccc(NS(=O)(=O)c3ccc(Cl)cc3)c2O[C@@H]1CN(C)C(=O)NC1CCCCC1
(32) CC(C)NC(=O)N(C)C[C@H]1OCCCC[C@H](C)Oc2ccc(NS(=O)(=O)c3ccc(F)cc3)cc2C(=O)N([C@@H](C)CO)C[C@@H]1C
(33) C[C@@H]1CN([C@H](C)CO)C(=O)Cc2cc(NC(=O)Cn3cnnn3)ccc2O[C@H]1CN(C)Cc1ccc(Oc2ccccc2)cc1
(34) C[C@H](CO)N1C[C@H](C)[C@H](CN(C)CC2CCCCC2)Oc2ccc(NC(=O)Nc3ccc4c(c3)OCO4)cc2C1=O
(35) COCC(=O)N1C[C@@H]2[C@H](c3ccccc31)[C@@H](CO)N2C(=O)Nc1ccccc1Cl
(36) N#C[C@@H]1[C@H](c2ccccc2)[C@H](CO)N1C(=O)c1cc(Cl)cc(Cl)c1
assay / compound,31,32,33,34,35,36
C diff HTS,-2,-7,-18,42,3,2
Pf Dd2 inh,-15,.,-5,-14,15,23
T cruzi growth,12,-4,-27,-15,31,74
KDM4C inh,-1.8,8.6,2.4,-0.3,-0.8,-0.3

(37) C[C@@H](O)C#Cc1ccc2c(c1)O[C@H](CN(C)C(=O)C1CCC1)[C@@H](C)CN([C@@H](C)CO)S2(=O)=O
(38) C[C@@H]1CN([C@H](C)CO)C(=O)c2cccc(NC(=O)Nc3ccc4c(c3)OCO4)c2O[C@H]1CN(C)C(=O)NC1CCCCC1
(39) CCCC#Cc1cnc2c(c1)C(=O)N([C@@H](C)CO)C[C@@H](C)[C@@H](CN(C)Cc1ccccc1)O2
(40) COc1ccccc1-c1ccc2c(c1)[C@@H]1[C@@H](CCN1S(=O)(=O)c1ccccc1)[C@H](CO)N2
(41) OC[C@@H]1[C@H](c2ccc(-c3ccc(F)cc3)cc2)[C@@H]2CN(CCC(F)(F)F)CCCCN12
(42) COc1ccc(-c2ccc3c(c2)O[C@H](CN(C)CC2CCOCC2)[C@H](C)CN([C@@H](C)CO)S3(=O)=O)cc1
assay / compound,37,38,39,40,41,42
C diff HTS,-12,-4,8,-2,50,-1
Pf Dd2 inh,4,-35,-45,-24,2,10
T cruzi growth,12,-56,.,83,?,23
KDM4C inh,1.3,0.5,-0.2,1.5,-1.0,0.2

(43) O=C(N[C@H]1C=C[C@@H](CC(=O)N2CCOCC2)O[C@H]1CO)c1cccc(F)c1
(44) C[C@@H]1CCCCO[C@@H](CN(C)Cc2ccncc2)[C@@H](C)CN([C@@H](C)CO)C(=O)c2cc(NC(=O)Nc3ccc4c(c3)OCO4)ccc2O1
(45) O=C(Nc1ccc2c(c1)[C@H]1C[C@H](CC(=O)N3CCOCC3)O[C@H](CO)[C@H]1O2)C1CCOCC1
(46) O=C(N[C@H]1CC[C@@H](CCNS(=O)(=O)c2ccc(Cl)cc2)O[C@@H]1CO)c1cccnc1
(47) C[C@H]1CN([C@@H](C)CO)C(=O)c2cc(-c3cccc(F)c3)cnc2O[C@H]1CN(C)C(=O)Nc1ccccc1F
(48) C[C@@H]1CN([C@@H](C)CO)C(=O)c2cc(NS(=O)(=O)c3ccccc3)ccc2O[C@@H](C)CCCCO[C@H]1CN(C)S(=O)(=O)c1cccs1
assay / compound,43,44,45,46,47,48
C diff HTS,.,10,.,3,-2,.
Pf Dd2 inh,24,3,3,11,15,-17
T cruzi growth,7,-5,17,-14,37,.
KDM4C inh,0.2,2.8,0.0,0.8,2.0,-1.0

# Some values from above:
# Reading for cpd 47 in Pf Dd2 inh: 15
# Reading for cpd 43 in T cruzi growth: 7
# Reading for cpd 44 in KDM4C inh: 2.8
# Reading for cpd 46 in Pf Dd2 inh: 11

# The listing continues:
(49) C[C@H](CO)N1C[C@H](C)[C@H](CN(C)S(=O)(=O)c2cn(C)cn2)Oc2ccc(NS(=O)(=O)c3ccccc3)cc2CC1=O
(50) C[C@H](CO)N1C[C@H](C)[C@H](CN(C)C(=O)CN(C)C)Oc2ncc(C3=CCCC3)cc2C1=O
(51) C[C@H](CO)N1C[C@H](C)[C@H](CN(C)Cc2ccc(Oc3ccccc3)cc2)Oc2c(NS(=O)(=O)c3ccc(F)cc3)cccc2C1=O
(52) N#C[C@H]1[C@@H](c2ccccc2)[C@H](CO)N1C(=O)c1cccnc1
(53) C[C@@H]1CN([C@@H](C)CO)S(=O)(=O)c2ccc(C#CC3CC3)cc2O[C@H]1CN(C)C(=O)c1cccc(F)c1
(54) O=C(C[C@@H]1CC[C@H]2NC[C@@H](O)COC[C@@H]2O1)NCCN1CCCCC1
assay / compound,49,50,51,52,53,54
C diff HTS,-2,2,.,-10,25,7&-3
Pf Dd2 inh,-7,5,-59,48,15,15
T cruzi growth,4,.,86,-11,.,-22
KDM4C inh,0.5,-0.3,0.2,1.1,-3.5,-2.8

(55) CN1C(=O)c2cc(NC(=O)c3cccs3)ccc2OC[C@H]2O[C@H](CC(=O)N3CCCCC3)CC[C@@H]21
(56) C[C@@H]1CN([C@@H](C)CO)C(=O)Cc2cc(N(C)C)ccc2O[C@H]1CN(C)C(=O)Nc1ccc2c(c1)OCO2
(57) COc1ccc(NC(=O)N(C)C[C@H]2Oc3ncc(C#CC(C)C)cc3C(=O)N([C@H](C)CO)C[C@H]2C)cc1
(58) O=C(Cc1ccccc1)N1CC(=O)N2[C@H](C1)[C@@H](c1ccc(C3=CCCC3)cc1)[C@@H]2CO
(59) O=C(c1ccncc1)N1CC(=O)N2[C@@H](CO)[C@@H](c3ccc(-c4ccccc4F)cc3)[C@@H]2C1
(60) CO[C@@H]1CN(C)C(=O)c2ccc(NC(=O)c3ccc(F)cc3)cc2OC[C@@H](C)N(C(C)=O)C[C@@H]1C
(61) O=S(=O)(c1ccc(F)cc1)N1CCCCN2[C@H](CO)[C@@H](c3ccc(-c4ccccc4F)cc3)[C@H]2C1
(62) C[C@H](CO)N1C[C@H](C)[C@@H](CN(C)S(=O)(=O)c2ccc(Cl)cc2)Oc2ccc(NC(=O)CCCN(C)C)cc2CC1=O
(63) C[C@H]1CN([C@@H](C)CO)C(=O)c2cccc(NC(=O)c3nc4ccccc4s3)c2O[C@@H]1CN(C)Cc1ccccc1
assay / compound,55,56,57,58,59,60,61,62,63
C diff HTS,4,1,6,-5,-4,.,-1,-5,11
Pf Dd2 inh,-31,-4,-43,-10,-52,-39,-31,-4,-61
T cruzi growth,-14,73,56,.,.,-7,85,50,77
KDM4C inh,-1.4,1.1,-0.4,0.4,1.2,-0.8,.,1.5,-2.0

# Reprinted at random: two entries already listed.
(58) O=C(Cc1ccccc1)N1CC(=O)N2[C@H](C1)[C@@H](c1ccc(C3=CCCC3)cc1)[C@@H]2CO
(62) C[C@H](CO)N1C[C@H](C)[C@@H](CN(C)S(=O)(=O)c2ccc(Cl)cc2)Oc2ccc(NC(=O)CCCN(C)C)cc2CC1=O
assay / compound,58,62
C diff HTS,-5,-5
Pf Dd2 inh,-10,-4
T cruzi growth,.,50
KDM4C inh,0.4,1.5
